PAD4 inh: human PAD4 inhibitors, primary screen, biochemical, fluorescence polarization, 1536-well format | recombinant PAD4, RCA probe fluorescence polarization | AID 485272, 2010 | inhibition, % at 6.36 µM | 330,000 compounds, 0.41% hits | Protein-arginine deiminase type-4 (Homo sapiens), Q9UM07;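 active = percent inhibition above a cutoff equal to the mean of all tested compounds plus 3 SD, cut at about 15% in these data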;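 also: 0% = PAD4 with RCA probe and DMSO and 100% = probe without PAD4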
Target sequence (Q9UM07 whole entry, looked up): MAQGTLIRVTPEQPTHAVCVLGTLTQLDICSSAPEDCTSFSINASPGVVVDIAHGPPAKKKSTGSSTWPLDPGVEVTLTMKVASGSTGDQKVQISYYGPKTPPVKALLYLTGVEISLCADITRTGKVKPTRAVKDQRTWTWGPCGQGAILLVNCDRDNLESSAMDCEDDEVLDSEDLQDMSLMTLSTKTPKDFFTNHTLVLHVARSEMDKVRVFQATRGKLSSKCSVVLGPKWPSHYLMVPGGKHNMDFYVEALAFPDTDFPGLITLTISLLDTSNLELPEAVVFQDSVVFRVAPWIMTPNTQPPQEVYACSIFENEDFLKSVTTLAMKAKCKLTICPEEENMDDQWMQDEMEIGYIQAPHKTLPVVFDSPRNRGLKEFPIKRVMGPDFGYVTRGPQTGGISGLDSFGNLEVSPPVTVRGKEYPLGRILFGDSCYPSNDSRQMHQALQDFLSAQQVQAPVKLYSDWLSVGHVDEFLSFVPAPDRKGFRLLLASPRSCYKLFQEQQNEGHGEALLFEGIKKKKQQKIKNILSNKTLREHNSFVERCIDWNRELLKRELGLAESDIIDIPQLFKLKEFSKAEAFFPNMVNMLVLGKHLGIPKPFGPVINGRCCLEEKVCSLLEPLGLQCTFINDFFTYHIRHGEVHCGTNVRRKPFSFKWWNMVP
PAFAH1B2 FP inh: PAFAH1B2 enzyme inhibitors, primary screen, biochemical, fluorescence polarization, human; Platelet-activating factor acetylhydrolase IB subunit alpha2 (Homo sapiens), P68402; recombinant PAFAH1B2, FP-rhodamine activity probe; inhibition, % at 3.39 µM; 340,000 compounds, 1.2% hits; AID 492953, 2010;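 active = inhibition above the mean of all tested compounds plus 3 SD, cut at about 24% in these data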;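 also: 0% = enzyme with DMSO and 100% = wells lacking PAFAH1B2; many of its hits are not listed in these tables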
LYPLA1 inh: LYPLA1 inhibitors, primary screen, counter-screen for PME1 inhibitor project, biochemical, fluorescence polarization, FP-Rh probe ABPP; recombinant LYPLA1; inhibition, % at 5.9 µM; 320,000 compounds, 0.16% hits;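 active = inhibition above the mean of all tested compounds plus 3 SD, set per campaign, cut at about 14% in these data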;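 also: inhibitors block serine hydrolase probe labeling of LYPLA1 so polarization falls; 0% = enzyme with DMSO and 100% = wells lacking LYPLA1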
PME-1 primary: PME-1 inhibitors via competitive probe labeling, primary screen, biochemical, fluorescence polarization, FP-Rh probe, HTS; Protein phosphatase methylesterase 1 (Homo sapiens), Q9Y570; recombinant PME-1; inhibition, % at 5.9 µM; 320,000 compounds, 0.53% hits;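 active = inhibition above the campaign mean of all compounds plus 3 SD, cut at about 26% in these data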;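 also: competitive labeling of PME-1 active site by serine hydrolase directed probe; 0% = PME-1 with DMSO and 100% = wells lacking PME-1 enzyme; inhibitors block probe labeling so polarization falls and inhibition rises; many of its hits are not listed in these tables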
GSTO1 inh: inhibitors of recombinant GSTO1, primary screen, counter-screen for RBBP9 inhibitor project, biochemical, fluorescence polarization; Glutathione S-transferase omega-1 (Homo sapiens), P78417; inhibition, % at 5.96 µM; AID 1974, 2009; activity-based probe fluorescence polarization; 300,000 compounds, 1.1% hits;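 active = inhibition above the campaign mean inhibition plus 3 SD, cut at about 35% in these data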;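 also: 0% = GSTO1-1 with DMSO and 100% = wells lacking GSTO1-1 enzyme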
PREPL inh: PREPL enzyme inhibitors, primary screen, biochemical, fluorescence polarization. inhibition, % at 5.96 µM. Prolyl endopeptidase-like (Homo sapiens), Q4J6C6. recombinant PREPL, fluorescence polarization activity-based probe. 320,000 compounds, 0.68% hits; in the data active = inhibition above about 43%;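 also: 0% = enzyme with DMSO and 100% = wells lacking enzyme; many of its hits are not listed in these tables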
LYPLA2 counter: LYPLA2 inhibitors, primary screen, counter-screen for PME1 inhibitor project, biochemical, fluorescence polarization, FP-Rh probe ABPP. Acyl-protein thioesterase 2 (Homo sapiens), O95372. recombinant LYPLA2. inhibition, % at 5.9 µM. 320,000 compounds, 0.38% hits. AID 2177, 2009;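 active = inhibition above the screen-wide mean plus 3 SD, limit set per campaign, cut at about 26% in these data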;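 also: 0% = LYPLA2 with DMSO and 100% = wells lacking LYPLA2 enzyme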
pPAFAH FP inh: pPAFAH enzyme inhibitors, primary screen, biochemical, fluorescence polarization, human | 330,000 compounds, 1.5% hits | AID 463082, 2010 | inhibition, % at 3.39 µM | Platelet-activating factor acetylhydrolase (Homo sapiens), Q13093 | recombinant pPAFAH, FP-rhodamine probe fluorescence polarization;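 active = inhibition above the mean inhibition across the screen plus 3 SD, cut at about 25% in these data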;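 also: inhibitors block binding of the rhodamine activity-based probe so polarization drops; 0% = enzyme with DMSO and 100% = wells lacking pPAFAH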
Target sequence (Q13093 whole entry, looked up): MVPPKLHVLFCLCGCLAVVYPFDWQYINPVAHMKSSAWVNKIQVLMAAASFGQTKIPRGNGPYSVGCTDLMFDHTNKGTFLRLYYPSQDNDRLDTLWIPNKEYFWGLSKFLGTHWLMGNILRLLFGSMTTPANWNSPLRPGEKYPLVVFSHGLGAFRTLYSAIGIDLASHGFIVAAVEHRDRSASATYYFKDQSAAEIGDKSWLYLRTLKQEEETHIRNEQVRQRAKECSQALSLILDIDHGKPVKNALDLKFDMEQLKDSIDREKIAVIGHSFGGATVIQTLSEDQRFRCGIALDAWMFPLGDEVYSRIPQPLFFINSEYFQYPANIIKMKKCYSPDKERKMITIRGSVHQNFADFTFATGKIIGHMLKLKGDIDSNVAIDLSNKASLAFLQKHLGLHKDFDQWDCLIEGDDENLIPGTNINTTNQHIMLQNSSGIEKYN
PAFAH1B3 inh: PAFAH1B3 enzyme inhibitors, primary screen, biochemical, fluorescence polarization, human; inhibition, % at 3.39 µM; Platelet-activating factor acetylhydrolase IB subunit alpha1 (Homo sapiens), Q15102; 340,000 compounds, 0.28% hits; recombinant PAFAH1B3, FP-rhodamine probe;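 active = inhibition above the screen-wide average of all tested compounds plus 3 SD, cut at about 25% in these data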;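 also: 0% = enzyme with DMSO only and 100% = wells lacking PAFAH1B3 protein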
Starred values were filed as active, the others as inactive; · = no result given. These rows are one share of the data; rates above refer to the full screens.

Compound	PAD4 inh	PAFAH1B2 FP inh	LYPLA1 inh	PME-1 primary	GSTO1 inh	PREPL inh	LYPLA2 counter	pPAFAH FP inh	PAFAH1B3 inh
CN(C)CCNC(=O)CNC(=S)N(CCCN1CCOCC1)Cc1cccs1	-5	0	2	4	4	11	-6	2	5
COc1ccc(C(CCN2CCCCC2)c2c(O)cc(OC)cc2OC)cc1 (stereo unspecified)	-6	1	3	-1	2	-35	-1	-3	9
Cc1cc2cc(C#N)c(N3CCOCC3)nc2cc1Cl	-2	2	-4	6	-2	-12	2	6	8
Nc1nc(=S)[nH]c2c1C1(CCCC1)Cc1ccccc1-2	0	-1	-1	-2	6	-5	-1	1	10
O=C(CCc1ccccc1)Nc1cc2c(cc1C(=O)O)OCCCO2	-1	11	·	·	·	0	·	2	1
COC(CNC(=O)c1ccc(CS(=O)(=O)c2ccccc2)o1)OC	2	3	0	0	6	-2	-10	1	2
O=C(CCN1C(=O)/C(=C/c2ccc3c(c2)OCO3)SC1=S)Nc1ccccc1	2	4	-1	2	0	9	-1	4	10
CC(CCCCC(=O)Nc1ccc(C(F)(F)F)cc1)NCCc1cnc[nH]1 (stereo unspecified)	-8	·	-1	-6	4	1	-2	-5	·
O=C(Nc1ccc(F)cc1F)c1cccn1-c1ncc(C(F)(F)F)cc1Cl	0	-1	-3	2	8	3	1	2	10
CC1(C)CC(C(=O)Nc2ccccc2)C(=O)O1 (stereo unspecified)	1	-2	1	-6	3	5	-1	-1	6
Cc1nc(C)n(CC(O)COc2ccc3ccccc3c2)n1 (stereo unspecified)	0	-5	3	9	-2	5	9	5	3
COc1ccc(CCN2C(=O)CC(Cc3ccccc3)C2=O)cc1OC (stereo unspecified)	5	8	1	-8	6	-29	7	-5	3
NC(=O)CN1C(=O)C(O)(CC(=O)/C=C\c2ccc3c(c2)OCO3)c2ccccc21 (stereo unspecified)	-1	2	0	0	14	7	3	2	11
COc1cccc(NC(=O)CN(C)C(=O)c2sc3cc(Cl)ccc3c2Cl)c1	2	2	-7	0	-16	-27	-13	7	-1
COc1cc(C(=O)Nc2ccc(C)cn2)c([N+](=O)[O-])cc1OC	-6	1	1	-7	-7	1	2	-8	6
COc1cccc2cc(/C(=N/O)c3ccccc3)oc12	1	1	-3	-2	8	-1	-1	7	6
Cc1nn(-c2ccccc2)c(C)c1/C=N/NC(=O)c1cc(C2CC2)[nH]n1	-3	-1	0	-5	-7	-9	-1	0	-4
CC(C)c1ccc(S(=O)(=O)N2CCC3(CC2)OCCO3)cc1	-4	2	-1	10	0	7	1	1	7
COc1ccc(/C=N/NC(=O)Nc2cccc3nsnc23)c(OC)c1	-5	1	0	9	5	6	-3	-5	2
O=C(CSc1nnc(-c2ccco2)n1-c1ccccc1)NCC1CCCO1 (stereo unspecified)	1	-3	1	-12	5	1	2	5	7
CCOC(=O)C1=C(CCc2ccccc2)NC(=O)NC1c1ccc2ccccc2c1 (stereo unspecified)	-3	-2	-3	-1	2	17	0	8	11
CCCOc1ccc(CSc2nc3ccccc3[nH]2)cc1	2	2	-2	-5	2	2	-8	-8	0
CCC(CC)C(=O)Nc1cc(C(=O)OC)cc(C(=O)OC)c1	1	1	4	-8	3	10	5	-4	1
COc1ccc(C(=O)NCCc2ccc(C(F)(F)F)cc2)cc1S(=O)(=O)N1CCOCC1	7	12	3	7	·	14	9	4	-3
CCCn1c(C2CCCN2c2nc(-c3ccc(C)cc3)cs2)nc2ccccc21 (stereo unspecified)	1	7	1	0	5	9	2	8	8
CN(C)CCCNCCCNC(=O)c1ccncc1	6	0	5	-2	6	3	3	7	3
CC/C(=N\NC(=O)c1nnn(-c2nonc2N)c1-c1ccc2c(c1)OCO2)c1ccccc1	5	2	-2	-5	0	-2	-2	1	3
CCOC(=O)c1ccc(-c2c(-c3ccccc3OC)sc3ccc(OC)cc23)cc1F	-4	4	·	·	·	14	·	2	3
COCCn1c(C)cc(C(=O)CN2CCCCC2)c1C	-5	1	-4	-1	3	3	-7	1	7
CCc1nc2ccccc2n(CCOCCOCCn2c(=O)c(CC)nc3ccccc32)c1=O	-10	2	2	0	0	5	0	-4	12

(listing goes on)
Compound	PAD4 inh	PAFAH1B2 FP inh	LYPLA1 inh	PME-1 primary	GSTO1 inh	PREPL inh	LYPLA2 counter	pPAFAH FP inh	PAFAH1B3 inh
CCCNS(=O)(=O)c1ccc(CCC(=O)NCC2CCCO2)cc1 (stereo unspecified)	-1	1	-1	0	-3	-1	2	6	16
COc1ccc(-c2csc(NC(=O)CSc3ncn[nH]3)n2)cc1OC	3	3	1	-8	4	-10	-12	-3	4
O=c1cc(CO)occ1OCc1ccccc1	1	9	-1	0	0	-5	-2	0	8
O=C(OC(C(=O)O)C(OC(=O)c1ccccc1)C(=O)NCc1ccccc1)c1ccccc1 (stereo unspecified)	-2	1	-1	6	2	-6	6	6	2
CCCc1cc(C(=O)NNC(=S)NC(C)c2ccccc2)cs1 (stereo unspecified)	-6	6	1	7	-10	6	2	13	4
COC(=O)c1c(C(=O)OC)c(-c2ccc(F)cc2)n2c1CS(=O)C2 (stereo unspecified)	5	1	-6	-2	-3	-6	-6	6	1
CCC(NC(=O)NNC(=O)c1ccncc1)(C(F)(F)F)C(F)(F)F	-3	11	2	3	5	1	1	0	4
COc1ccc(NC(=O)c2ccc(OC)c(S(=O)(=O)N3CCCCC3C)c2)cn1 (stereo unspecified)	-1	7	-4	2	·	0	2	3	3
COCCN1C=C(C(=O)OC)C(c2ccc(OC)c(OC)c2)C(C(=O)OC)=C1	-1	2	-1	-2	3	-9	13	4	6
CCOc1ccc(NC(=O)CN(C)C(=O)c2ccccc2SCc2c(C)noc2C)cc1OCC	2	1	2	4	2	1	4	2	9
COc1cc(C(=O)c2cocc2C(=O)c2ccc3c(c2)OCO3)cc(OC)c1OC	-1	1	-2	6	-3	17	-4	1	0
Cc1noc(C)c1-c1nnc(-c2ccc(C(F)(F)F)cc2)o1	4	6	1	-8	5	11	1	2	2
O=C(NCc1ccco1)C1CC(c2cccc([N+](=O)[O-])c2)=NO1 (stereo unspecified)	4	2	1	3	3	13	0	5	-2
COC(=O)NCc1cccc(CNC(=O)OC)c1	-2	-3	-1	3	-2	12	-8	-6	-2
Cc1cc(-c2ccccc2)n(-c2cc(N/N=C/c3ccccc3O)ncn2)n1	-5	1	-3	4	-4	-5	-3	8	5
COc1ccc(OC)c2sc(N3CCN(c4ccccc4)CC3)nc12	1	9	-4	8	2	26	11	4	-4
O=C(O)CSc1nnc(COc2ccc(Br)cc2)n1-c1ccccc1	-1	6	1	-2	1	-14	1	8	12
O=S(=O)(c1ccc(Cl)c(S(=O)(=O)N2CCCC2)c1)N1CCCC1	1	6	-4	5	-6	2	2	0	2
O=c1[nH]c(C2CCN(S(=O)(=O)c3ccc(S(=O)(=O)NC4CC4)cc3)CC2)nc2c1nnn2Cc1ccc(F)cc1	4	0	-1	18	-29	12	12	13	4
FC(F)(F)c1cnc(Sc2nnc(-c3cccs3)n2CC2CCCO2)c(Cl)c1 (stereo unspecified)	-1	1	0	10	-4	6	3	5	2
NNc1nc2c(Cl)cccc2s1	-7	-4	-3	12	-1	24	0	13	8
CCOc1ccccc1OCCCCCc1c(C)n[nH]c1C	-1	6	-5	-5	-2	-4	-1	6	6
CCOc1ccc(CCNC(=O)CS(=O)(=O)Cc2nc(-c3ccc(OC)cc3)oc2C)cc1	2	0	2	-5	-4	-9	3	1	4
CCOc1nc(Nc2ccc(F)cc2)nc(N2CCN(c3ccc(OC)cc3)CC2)n1	-2	1	5	8	-3	-3	5	0	7
CCOC(=O)CNC(=O)CSc1cc(C)nc2ccc(OC)cc12	1	5	1	6	-8	1	-8	8	7
Cc1ccc(NC(=O)c2cc(-c3cccs3)on2)cc1	-4	-7	-1	-5	0	-6	1	-5	9
O=C(NCCS(=O)(=O)N1CCCCCC1)c1ccc(F)cc1	2	8	-1	0	-2	-1	-2	2	0
CCOC(=O)c1cn[nH]c1NC(=S)Nc1ccc(OC)cc1	3	6	10	1	-13	5	8	-6	5
COc1ccc(NC(=O)CCNS(=O)(=O)c2ccccc2F)cc1S(N)(=O)=O	-2	3	2	-4	4	-3	3	3	0
CCn1c(CNc2ccc(F)cc2)nnc1SCCN1CCCCC1	-1	4	-1	-6	0	-14	-1	6	0

Additional entries.
Compound	PAD4 inh	PAFAH1B2 FP inh	LYPLA1 inh	PME-1 primary	GSTO1 inh	PREPL inh	LYPLA2 counter	pPAFAH FP inh	PAFAH1B3 inh
Cc1cccc(NC(=O)CCCn2c(=S)[nH]c3ccccc3c2=O)c1	3	5	1	-7	7	14	4	-7	7
COCCCn1c(SCC(=O)N2CCc3ccccc32)nnc1-c1ccco1	-1	-1	1	4	2	14	8	0	1
COc1cc(-c2nc(S(=O)(=O)c3ccc(C)cc3)c(N3CCOCC3)o2)cc(OC)c1OC	-2	3	3	3	-3	-7	3	4	1
Cc1nc(C)n(C(C)CNS(=O)(=O)c2ccc(Cl)cc2)n1 (stereo unspecified)	0	8	-1	7	2	-2	0	4	8
CNc1nc(SCc2ccccc2)nc(N2CCOCC2)n1	5	3	-1	7	5	18	-2	4	2
CCn1nnnc1SCC(=O)NCc1cccs1	0	1	-1	0	-9	7	2	4	-2
O=C(CSCc1ccco1)N1CCc2ccccc21	2	-1	1	-1	9	-7	0	4	6
O=C(C1=C[C@@H](C2CCCCC2)C[C@@H](OCc2ccc(CO)cc2)O1)N1CCN(Cc2ccc3c(c2)OCO3)CC1	-1	2	0	0	1	11	9	-3	1
CC(C)CN(C(=O)CN(C)S(=O)(=O)c1ccc(Cl)cc1)C1CCS(=O)(=O)C1 (stereo unspecified)	-3	8	-2	1	1	13	6	2	13
CCn1c(=O)cc(N2CCN(C(=O)c3ccco3)CC2)[nH]c1=O	-4	0	2	2	2	-2	-6	0	3
Cc1ccc(NC(=O)c2ccc(OC(=O)c3cc4ccccc4o3)cc2)cc1	-4	1	4	-5	2	-9	1	2	1
COc1ccc(C)cc1S(=O)(=O)N1CCCC(C(=O)N2CCN(c3ccccc3F)CC2)C1 (stereo unspecified)	1	8	-1	4	-1	29	13	-4	9
O=C(C1CCN(S(=O)(=O)c2cc(Cl)ccc2Cl)CC1)N1CCOCC1	-1	3	3	6	6	14	2	6	-1
COc1ccc([N+](=O)[O-])cc1NCc1cccnc1	2	3	1	-2	-9	-10	3	2	0
CCN(CC(=O)NC(=O)Nc1ccccc1F)Cc1ccccc1	0	8	-2	-5	3	-18	-4	5	15
Cc1ccc2nc(-c3ccncc3)c(NC3CCCCC3)n2c1	3	3	-4	4	6	-6	1	6	8
